Screening results from PubChem.
OXTR ag: agonists of human oxytocin receptor | P30559 | CHO-OTR cells, Fluo-8 calcium fluorescence; normalized: DMSO 0%, oxytocin 100% | activation, % at 3 µM | hit rate 0.32% among 320,000;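 active = activation above the mean of all tested compounds plus 3 SD, cutoff set per screening run, cut at about 20% in these data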;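 note: peak over basal fluorescence ratio from a 100 s FLIPR kinetic read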
Target sequence (P30559 whole entry, looked up): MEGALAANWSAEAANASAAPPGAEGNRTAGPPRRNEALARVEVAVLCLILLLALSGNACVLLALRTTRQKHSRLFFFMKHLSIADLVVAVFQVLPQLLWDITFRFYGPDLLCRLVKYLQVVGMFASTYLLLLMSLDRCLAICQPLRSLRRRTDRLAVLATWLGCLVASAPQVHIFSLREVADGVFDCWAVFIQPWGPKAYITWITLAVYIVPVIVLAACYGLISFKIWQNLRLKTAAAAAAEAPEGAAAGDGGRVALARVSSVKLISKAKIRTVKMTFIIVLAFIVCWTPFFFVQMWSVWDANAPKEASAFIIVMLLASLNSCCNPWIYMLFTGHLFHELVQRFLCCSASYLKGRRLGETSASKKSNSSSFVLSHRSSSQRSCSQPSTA
PHOSPHO1 block: PHOSPHO1 (human) inhibition; hit rate 1.1% among 290,000; inhibition, % at 13.3 µM; Q8TCT1; AID 1565; recombinant PHOSPHO1, absorbance phosphatase assay; in the data active = inhibition above about 60%
Target sequence (Q8TCT1 whole entry, looked up): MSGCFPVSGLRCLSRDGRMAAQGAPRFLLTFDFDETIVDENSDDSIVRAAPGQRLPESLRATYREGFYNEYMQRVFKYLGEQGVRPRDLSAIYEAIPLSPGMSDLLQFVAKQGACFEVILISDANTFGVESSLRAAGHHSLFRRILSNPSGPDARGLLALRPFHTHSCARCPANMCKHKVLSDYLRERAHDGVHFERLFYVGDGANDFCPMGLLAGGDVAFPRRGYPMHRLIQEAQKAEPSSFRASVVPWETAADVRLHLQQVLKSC
GPR7 antagonist: human neuropeptides B/W receptor 1 antagonism; P48145; GPR7-expressing cells, fluorescence antagonist assay; inhibition, % at 4.4 µM; hit rate 1.1% among 290,000; in the data active = inhibition above about 16%, passing the limit was not always enough;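 note: cells stimulated with the agonist NPW; 0% = agonist with vehicle and 100% = vehicle without agonist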
GalR3 antag: blocks the human galanin receptor 3; HEK293 GalR3-CNG cAMP membrane potential fluorescence; galR3 body fused to GalR1 C-terminus; inhibition, % at 3 µM; hit rate 0.44% among 360,000; AID 651719;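 active = inhibition above the screen-wide average plus 3 SD, cut at about 13% in these data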;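 note: forskolin and galanin both at EC90 stimulate the cells; cAMP rise reported by CNG channel membrane potential dye signal; 0% = forskolin plus galanin with DMSO and 100% = forskolin alone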
Target sequence (O60755 1-299 limits assumed): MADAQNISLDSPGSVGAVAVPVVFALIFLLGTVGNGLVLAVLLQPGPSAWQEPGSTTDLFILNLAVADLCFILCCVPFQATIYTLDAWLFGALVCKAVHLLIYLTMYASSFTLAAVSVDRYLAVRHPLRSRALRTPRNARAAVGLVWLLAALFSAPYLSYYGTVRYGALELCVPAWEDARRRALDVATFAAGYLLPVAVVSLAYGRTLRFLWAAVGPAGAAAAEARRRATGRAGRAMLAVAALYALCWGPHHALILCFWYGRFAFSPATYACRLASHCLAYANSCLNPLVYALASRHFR
MEKK3 PB1 HTS: raises or lowers MEK5 binding to the human MEKK3 PB1 domain; Q99759; hit rate 1.4% among 290,000; AID 1529; bead-based flow cytometry, Alexa488-MEK5 binding to MEKK3; actives lie on both sides; 0 = blocked by unlabeled MEK5, 100 = vehicle; binding response (% of control), % at 10 µM;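 active = binding response more than 3 SD above or below the average of its plate-row segment, actives on both sides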;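 note: Alexa488 bead fluorescence after subtracting the streptavidin-only scavenger bead signal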
V1aR counter: V1a receptor agonism, counter-screen for OXTR agonists | P37288 | CHO-V1R cells, Fluo-8 calcium fluorescence, agonist mode; 0% DMSO, 100% 3 nM vasopressin | activation, % at 3 µM | hit rate 0.25% among 320,000 | AID 2797;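 active = activation above the mean activation of all tested compounds plus 3 SD, per screening run, cut at about 20% in these data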;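 note: signal is peak over basal fluorescence ratio across a 100 second FLIPR read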
MEKK2wt PB1 HTS: raises or lowers MEK5 binding to wildtype human MEKK2 PB1 domain | binding response (% of control), % at 10 µM | AID 1531 | hit rate 1.1% among 290,000 | bead flow cytometry, Alexa488-MEK5 binding to MEKK2 WT; actives lie on both sides; in the data active = binding response below about 67% or above about 130%
MEKK2 mut-MEK5: signal of MEK5 binding to mutant human MEKK2 PB1 domain. percent response, % at 10 µM. AID 1530. bead flow cytometry, Alexa488-MEK5 binding to MEKK2 mutant. hit rate 0.35% among 290,000; in the data active = percent response above about 24%, passing the limit was not always enough; note: inactives centre near 1; some results filed as inactive read as strong as hits; reference of the scale not given here
NALP1 inh: inhibitors of NALP1 inflammasome in yeast; hit rate 0.61% among 280,000; inhibition, % at 10 µM; S. cerevisiae NALP1/ASC/caspase-1 growth, X-gal OD620, 72 h; in the data active = inhibition mostly above about 24%, no sharp cut-off; inactive = mostly below about 32%; note: some compounds called inactive have numbers as strong as hits
* hit, by the source's call; / = no result given; [ ] = another dose, or the depositor's remark. Not a hit list (roughly 5.4% active in at least one column).

SMILES,MEKK2wt PB1 HTS,NALP1 inh,GalR3 antag,MEKK2 mut-MEK5,PHOSPHO1 block,MEKK3 PB1 HTS,V1aR counter,GPR7 antagonist,OXTR ag
O=C(CSc1nc2c(c(=O)[nH]1)CCC2)Nc1cccc(Cl)c1,94.0,5.5,-3.8,-4.0,59.2,93.0,0.4,-0.6,1.8
CCOc1ccc(-c2ccc(/C=C3/C(=N)N4C(C)=CSC4=NC3=O)o2)c([N+](=O)[O-])c1,97.0,28.3,10.5,0.0,-16.2,111.0,1.6,-10.7,-2.2
COc1ccc(C(=O)NC2(C(F)(F)F)C(=O)Nc3c2c(=O)[nH]c(=O)n3CCc2ccc(OC)c(OC)c2)cc1 (configuration not stated),103.0,10.1,-2.8,-1.0,25.7,101.0,-0.1,17.0,0.9
O=C(CNC(=O)C12CC3CC(CC(C3)C1)C2)OCc1cc(=O)n2cc(Br)ccc2n1,98.0,2.8,0.6,-5.0,31.7,100.0,-0.1,-4.6,-0.8
CCOC(=O)c1cc(NC(=O)N(CC)C2CCCCC2)c(C)nc1C,109.0,/,/,8.0,-16.2,110.0,-0.1,1.2,-0.2
O=C(O)c1cc(NCc2c(F)cccc2Cl)ccc1N1CCOCC1,104.0,/,7.2,4.0,-5.8,98.0,1.3,-7.3,0.5
Cc1ccnc(NS(=O)(=O)c2ccc(NC(=O)Cc3cccs3)cc2)n1,94.0,4.3,/,-2.0,3.5,102.0,-0.7,-16.8,0.9
CC(=O)Nc1ccc(-c2csc(NC(=O)CC(NC(C)=O)c3ccccc3)n2)cc1 (configuration not stated),94.0,3.7,-10.2,0.0,20.0,97.0,2.2,3.0,-0.8
CCN(CC)c1ncnc2c1cnn2Cc1ccc(C)cc1,114.0,10.9,-8.6,11.0,43.7,112.0,5.4,-17.1,1.6
O=C(NN1C(=O)c2ccccc2NC1c1ccoc1)c1ccccc1 (configuration not stated),106.0,-9.2,-3.9,-1.0,1.7,102.0,1.4,-6.5,-0.7
Cc1cc(C)nc(NS(=O)(=O)c2ccc(NC(=S)NC(=O)c3cccnc3)cc2)n1,98.0,13.4,0.3,-1.0,24.0,102.0,2.0,-0.2,0.2
O=C(Nc1ccccc1)OCCNC(=O)c1ccccc1,103.0,10.1,3.0,0.0,-0.3,107.0,2.6,-2.3,2.3
CCCC(=O)N(Cc1cc2cccc(C)c2[nH]c1=O)c1ccccc1OC,101.0,6.6,1.4,1.0,-55.7,102.0,0.5,20.7*,1.7
CC(O)CNc1nc2c(c(=O)n(Cc3ccc(Cl)c(Cl)c3)c(=O)n2C)n1C (configuration not stated),88.0,18.4,-3.8,-25.0,19.5,86.0,4.3,-7.1,3.2
CC(=O)c1ccc(O)c(CSc2nncn2C)c1,92.0,15.1,1.9,-2.0,32.5,99.0,0.3,-3.7,0.9
CCc1ccc(N2C(=O)c3ccc4c5c(ccc(c35)C2=O)CC4)cc1,103.0,-10.6,-2.4,4.0,37.3,108.0,-0.3,-11.8,-1.0
Cn1c(N)c(C(=O)CSc2ccc3c(c2)OCCO3)c(=O)n(C)c1=O,104.0,-10.1,-0.8,8.0,36.9,104.0,7.3,-3.5,10.4
O=C(NCCNC(=O)c1ccco1)c1ccc(F)cc1,93.0,5.1,-7.7,-6.0,19.0,99.0,0.3,-3.8,0.3
CC(CCc1ccccc1)NC(=O)CCC(=O)N1CCC(C(N)=O)CC1 (configuration not stated),102.0,-6.5,-10.6,-5.0,13.9,99.0,0.2,0.1,-0.6
COc1ccc(C2/C(=C(/O)c3ccccc3)C(=O)C(=O)N2CCO)cc1 (configuration not stated),/,/,0.5,/,8.2,/,1.3,-7.7,0.2
CCOc1ccccc1NC(=O)Cn1cnc2c(nnn2-c2cccc(OC)c2)c1=O,102.0,-84.1,/,-2.0,4.9,97.0,5.2,0.4,5.0
O=S(=O)(c1ccc2nc(-c3ccccc3)[nH]c2c1)N1CCN(c2ccc(Cl)cc2)CC1,99.0,31.8,2.0,-2.0,-5.0,99.0,0.9,16.5,-0.1
O=C1C(Cc2ccc(Br)cc2)SC(=Nc2ccccc2)N1c1ccccc1 (configuration not stated),98.0,36.8,-3.8,-2.0,16.8,97.0,0.9,-3.7,-2.3
CCCCC(=O)N1CC2(C)CN(C(=O)CCCC)CC(C)(C1)C2=O,110.0,5.5,-0.5,7.0,-14.6,108.0,-0.2,-8.3,-0.3
COC(=O)c1ccccc1NC(=O)C1CCN(C(=O)c2cc(OC)cc(OC)c2)CC1,104.0,49.1,-8.4,1.0,-20.9,100.0,-0.2,2.6,-0.7
CCOC(=O)C1=C(CSc2nc3ccccc3s2)NC(=O)NC1c1ccc(OC)cc1 (configuration not stated),95.0,-6.2,-2.2,0.0,25.7,102.0,1.3,4.0,-0.9
O=C(O)CCC(=O)NCc1ccc(F)cc1,101.0,13.8,-3.3,9.0,9.1,106.0,0.4,-7.2,1.1
C=CCn1c(SCC(=O)O)nnc1-c1ccccc1,100.0,-78.9,-4.4,1.0,4.9,93.0,0.4,-3.2,0.4
Nc1c(-c2ccsc2)cnc2ncnn12,106.0,-4.2,-5.7,-1.0,11.4,122.0,-0.2,-8.3,0.8
COc1ccc(-n2nc3c(c2NC(=O)C(C)Oc2ccccc2)CS(=O)C3)cc1 (configuration not stated),103.0,0.7,-0.4,6.0,13.7,101.0,-0.5,-11.0,0.6

Next entries follow.
SMILES,MEKK2wt PB1 HTS,NALP1 inh,GalR3 antag,MEKK2 mut-MEK5,PHOSPHO1 block,MEKK3 PB1 HTS,V1aR counter,GPR7 antagonist,OXTR ag
C=C(C)C1CC=C(C)/C(=N/NC(=O)COc2cccc(C)c2)C1 (configuration not stated),100.0,-8.3,-2.5,3.0,5.7,107.0,-1.0,-5.4,-1.2
CNc1ccc(SC#N)cc1,83.0,0.1,-5.2,-15.0,22.6,81.0,0.2,-1.5,1.1
CCCCNC(=O)c1nn2c(C(F)(F)F)cc(-c3ccc(OC)cc3)nc2c1Br,74.0,17.4,-8.7,-3.0,-17.7,99.0,-0.5,-13.8,-1.4
N#Cc1c(N)sc(=S)c2c1CCCC2,66.0*[inhibitor],-5.6,-3.2,-9.0,99.1*,87.0,1.4,-8.6,1.0
CCN(CC)C(=O)CSc1nc2ncc(Cl)cc2[nH]1,108.0,15.9,0.0,7.0,8.6,104.0,0.2,-9.4,0.2
Cc1cc(Cl)cc(C)c1OCCn1ccnc1,113.0,16.1,-10.5,11.0,24.1,108.0,1.7,-0.9,1.0
CCOC(=O)C1CCCN(C(=O)c2ccccc2[N+](=O)[O-])C1 (configuration not stated),109.0,-23.2,54.7*,6.0,13.1,112.0,1.6,-4.3,0.8
O=S(=O)(Nc1cccnc1)c1ccc(Cl)c(C(F)(F)F)c1,99.0,1.2,-3.7,-1.0,-26.5,103.0,3.1,-8.4,2.4
Cn1cccc1/C=C1\SC(=O)N(c2ccc(O)cc2)C1=O,95.0,45.4,-1.2,-2.0,-5.1,98.0,11.2,7.9,7.4
Oc1ccc(Cl)cc1C1=NNC(c2ccc(Cl)cc2)C1 (configuration not stated),107.0,10.0,-4.4,0.0,-8.6,135.0*,-1.3,-9.2,-1.5
c1ccc(CNn2nnnc2-c2ccccc2)cc1,99.0,13.3,-6.0,6.0,-2.6,100.0,-0.5,-8.8,-0.2
CCS(=O)(=O)Nc1c(C(=O)O)[nH]c2ccccc12,78.0,12.4,5.7,-17.0,18.2,74.0,1.7,-16.5,-0.3
CC1(C)CC(NC(=O)N2c3ccccc3Sc3ccccc32)CC(C)(C)N1,102.0,5.9,-7.8,6.0,1.0,97.0,0.5,-1.5,-0.2
CCc1nc(NCCO)c(C#N)c2c1CCCC2,98.0,6.5,-3.1,-6.0,15.0,96.0,-1.2,-11.6,-0.9
COc1ccc(-c2oc(=O)n(C)c2-c2ccc(OC)cc2)cc1,102.0,23.4,-5.1,0.0,60.8*,103.0,-1.7,3.3,-1.2
COc1cccc(CNC(=O)CCNC(=O)C2CCN(S(=O)(=O)c3ccc(F)cc3)CC2)c1,102.0,-7.1,-1.6,3.0,29.8,99.0,-0.5,-1.3,-1.2
CCC(=O)N(C1=C(NC(C)C)C(=O)c2ccccc2C1=O)C(C)C,95.0,-2.2,0.0,3.0,45.5,97.0,-0.1,-11.5,-0.4
Cc1c2cnn(CC(=O)NCCCN3CCCCC3)c(=O)c2c(C)n1Cc1ccccc1,137.0*,12.6,/,22.0,1.8,101.0,0.1,-6.2,-0.8
CCOC(=O)N1CCC(N2CCN(c3cc(C)ccc3C)CC2)CC1,107.0,17.1,-6.3,14.0,7.4,102.0,1.4,7.3,3.3
Cc1cc(N=Nc2ccc(Cl)cc2)cc(CN2CCCC2)c1O,95.0,-9.8,-3.2,-28.0,11.5,85.0,0.9,-8.1,-1.4
CN1C(=O)NC(c2ccccc2)C2=C1CN(Cc1ccco1)C2=O (configuration not stated),109.0,8.3,8.5,1.0,22.2,115.0,1.3,1.0,0.6
CCN(CC)C(=O)Cn1c(=O)n(-c2ccc(CC(=O)NCc3ccccc3)cc2)c(=O)c2sccc21,99.0,0.4,-6.0,-7.0,-2.7,100.0,0.1,11.6,0.2
N#Cc1cccnc1N1CCN(C(=O)c2ccccc2)CC1,97.0,19.2,-7.8,2.0,6.9,99.0,/,-1.9,/
CC(=O)N1CCCN(Cc2cn(-c3ccc(C)cc3)nc2-c2cccc(C)c2)CC1,99.0,24.0,-0.4,-7.0,28.8,99.0,0.8,-2.7,0.2
C=CCNc1nc(N(c2ccccc2)c2ccccc2)nc(-n2ccnc2)n1,93.0,-3.3,-8.8,-3.0,13.5,95.0,0.1,-6.6,-0.9
CCOC(=O)c1cnc2c(C(=O)OC)cccc2c1NCCN1CCOCC1,110.0,24.5,-5.6,4.0,-7.0,107.0,0.7,-3.1,0.0
Cc1ccc(CNC(=O)COc2ccccc2-c2ccccc2)cc1,98.0,21.7,1.8,-2.0,-5.1,97.0,-1.7,-7.2,-2.0
CSc1ccc(CCNC(=O)C2CCCN(c3ncnc4c3nc3n4CCCCC3)C2)cc1 (configuration not stated),94.0,22.1,-11.0,-6.0,37.5,92.0,-1.4,-7.2,-2.5
O=C(CN1CCC(c2nc3ccccc3s2)CC1)NCc1ccccc1,108.0,-0.8,1.4,6.0,-29.1,108.0,6.9,9.6,3.5
Cc1nc(=O)c(-c2ccccc2)c(C)n1CC1CCCO1 (configuration not stated),100.0,-1.5,-0.5,1.0,0.5,97.0,0.8,-2.8,-0.3
COc1ccccc1Oc1ccc(NC(=O)c2ccccc2)cc1,107.0,-6.7,-3.5,12.0,32.5,105.0,1.6,-7.0,-0.3
COCCN(C(=O)CCC(=O)Nc1cc(C)on1)C(C(=O)NC1CCCC1)c1ccccc1F (configuration not stated),100.0,-19.5,-5.9,0.0,26.1,101.0,0.0,-3.3,-0.4

Structures above that have a CF3 group, in the order listed:
SMILES,MEKK2wt PB1 HTS,NALP1 inh,GalR3 antag,MEKK2 mut-MEK5,PHOSPHO1 block,MEKK3 PB1 HTS,V1aR counter,GPR7 antagonist,OXTR ag
COc1ccc(C(=O)NC2(C(F)(F)F)C(=O)Nc3c2c(=O)[nH]c(=O)n3CCc2ccc(OC)c(OC)c2)cc1 (configuration not stated),103.0,10.1,-2.8,-1.0,25.7,101.0,-0.1,17.0,0.9
CCCCNC(=O)c1nn2c(C(F)(F)F)cc(-c3ccc(OC)cc3)nc2c1Br,74.0,17.4,-8.7,-3.0,-17.7,99.0,-0.5,-13.8,-1.4
O=S(=O)(Nc1cccnc1)c1ccc(Cl)c(C(F)(F)F)c1,99.0,1.2,-3.7,-1.0,-26.5,103.0,3.1,-8.4,2.4
